STEP block = inhibitors of human striatal-enriched phosphatase STEP; recombinant STEP, OMFP fluorogenic substrate, fluorescence; inhibition, % at 20 µM; hit rate 0.25% among 360,000;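 active = inhibition at 20 µM, scaled per plate between control wells, above about 37%, limit read from the data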;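 also: 0% = DMSO with enzyme and substrate and 100% = substrate only without enzyme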
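Material: STEP (striatal-enriched tyrosine phosphatase) enzyme, cell-free | Medium: 50 mM Bis-Tris pH 6.0 with 2.5 mM DTT and 0.005% Tween 20 | Read-out: Percent inhibition scaled to no-enzyme and uninhibited-enzyme controls, plate-pattern corrected | Signal: Fluorescence read at 480 nm ex / 540 nm em | Times: 20 min reaction, room temperature, in the dark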
Rpn11 inh = blocks the human proteasome subunit Rpn11; O00487; human 26S proteasome, Ub4-pepOG fluorescence polarization; 20S core pre-blocked with epoxomicin; calls only at 20 µM; hit rate 0.59% among 360,000; AID 588493;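 active = inhibition at 20 µM, scaled to each plate's controls, above about 33%, limit read from the data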
Scp1 inh = inhibitors of human Scp-1 phosphatase; Q9GZU7; Recombinant Scp1, phosphopeptide, malachite green phosphate absorbance; inhibition, % at 20 µM; hit rate 0.88% among 340,000;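 active = inhibition above about 50% at 20 µM, limit read from the data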;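 also: plate controls were DMSO wells with enzyme for no effect and wells lacking enzyme for full effect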
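Assay system: SCP-1 catalytic fragment, aa 76-261 | Buffer or medium: Tris acetate buffer pH 5.5 with MgCl2 and Tween-20 | Compound: One concentration, 20 µM, with 1.0% DMSO | Also added: Phospho 17-mer peptide substrate | Signal: Absorbance at 630 nm | Incubation: 45 min enzyme reaction at room temperature | Measure: % inhibition of SCP-1 phosphate liberation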
NRP1-CendR mod = alters CendR peptide binding to human NRP-1; O14786; FAM-RPARPAR peptide binding to NRP-1, fluorescence polarization; inhibition, % at 25 µM; hit rate 0.85% among 360,000; AID 602438;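 active = inhibition or corrected inhibition above about 18%, plus a signal ratio from 0.5 to 1.5, limit read from the data, passing the limit was not always enough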; also: strong numbers were not always called active
DNMT1 block = inhibitors of human DNMT1. P26358. DNMT1 molecular beacon, Hinp1I cleavage, fluorescence. inhibition (reported as % activation of signal), % at 10 µM. hit rate 0.83% among 360,000. AID 588458; in the data active = inhibition above about 50%
Target sequence (P26358 504-1616 limits assumed): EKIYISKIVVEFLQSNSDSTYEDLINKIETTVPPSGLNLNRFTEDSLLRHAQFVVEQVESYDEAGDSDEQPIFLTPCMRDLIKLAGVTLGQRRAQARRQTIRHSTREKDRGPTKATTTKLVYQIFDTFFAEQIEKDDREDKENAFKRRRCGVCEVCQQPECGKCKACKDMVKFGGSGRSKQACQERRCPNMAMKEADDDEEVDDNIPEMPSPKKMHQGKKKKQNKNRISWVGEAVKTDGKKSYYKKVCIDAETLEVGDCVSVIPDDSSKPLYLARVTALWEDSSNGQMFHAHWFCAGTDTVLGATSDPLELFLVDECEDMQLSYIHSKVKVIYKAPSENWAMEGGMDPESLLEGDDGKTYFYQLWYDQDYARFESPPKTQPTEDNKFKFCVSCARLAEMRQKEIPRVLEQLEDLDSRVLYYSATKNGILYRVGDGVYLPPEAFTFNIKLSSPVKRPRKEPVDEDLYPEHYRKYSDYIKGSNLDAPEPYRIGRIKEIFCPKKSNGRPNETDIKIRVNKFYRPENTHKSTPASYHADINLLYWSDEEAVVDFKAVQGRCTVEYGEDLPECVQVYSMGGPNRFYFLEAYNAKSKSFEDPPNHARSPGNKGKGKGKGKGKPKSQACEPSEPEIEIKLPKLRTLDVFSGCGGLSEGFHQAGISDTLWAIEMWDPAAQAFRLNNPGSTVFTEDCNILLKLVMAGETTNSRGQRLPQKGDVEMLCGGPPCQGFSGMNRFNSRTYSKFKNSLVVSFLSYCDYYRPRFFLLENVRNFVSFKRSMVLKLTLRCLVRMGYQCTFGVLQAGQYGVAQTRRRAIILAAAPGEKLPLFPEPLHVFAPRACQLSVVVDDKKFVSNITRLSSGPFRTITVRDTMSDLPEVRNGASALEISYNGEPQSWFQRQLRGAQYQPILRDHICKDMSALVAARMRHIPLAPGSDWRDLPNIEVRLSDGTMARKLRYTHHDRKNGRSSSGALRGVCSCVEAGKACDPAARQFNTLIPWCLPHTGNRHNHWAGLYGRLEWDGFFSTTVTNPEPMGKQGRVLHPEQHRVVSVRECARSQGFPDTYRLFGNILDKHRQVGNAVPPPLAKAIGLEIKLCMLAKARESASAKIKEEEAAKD
SUMO1 PPI mod = SUMO1-SIM interaction modulation | P63165 | SUMO1 binding to a labelled peptide, TR-FRET, 1 h | inhibition, % at 20 µM | hit rate 0.33% among 360,000 | AID 602429; in the data active = inhibition above about 37%
NadD block = inhibitors of Staphylococcus aureus NadD; purified NadD enzyme, colorimetric absorbance read-out; inhibition, % at 20 µM; hit rate 0.78% among 360,000; in the data active = inhibition above about 26%; also: some compounds past the cut are filed as inactive
SKN-1 block = inhibitors of C. elegans SKN-1 | C. elegans VP596 Pgst-4::GFP/RFP ratio, acrylamide-induced, 24 h | inhibition, % at 21.8 µM | hit rate 0.49% among 360,000;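 active = interference check ratio from 0.5 to 1.5 plus GFP to RFP signal ratio inhibition reaching or exceeding a fixed threshold, cut at about 30% in these data, passing the limit was not always enough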; also: some compounds called inactive have numbers as strong as hits
LMPTP block = LMPTP (human) inhibition. recombinant LMPTP-A, OMFP fluorogenic substrate, fluorescence intensity. inhibition, % at 20 µM. hit rate 0.22% among 360,000. AID 651560;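 active = compounds that cut the enzyme signal by at least half of the control window in the single-dose screen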;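 also: plate controls were DMSO wells with enzyme plus substrate for no effect and substrate without enzyme for full effect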
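Material: LMPTP-A; amount: 0.625 nM enzyme; doses: single 20 µM dose; times: reaction 50 min, room temperature, dark; technique: fluorescence intensity of OMFP turnover product; benchmarks: no-enzyme and uninhibited controls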
MT1-MMP act inh = inhibitors of human MT1-MMP activation; HT1080 RFP-PRO-GFP cells, GFP/RFP ratio fluorescence, overnight; percent of plate control window, DMSO zero; GFP/RFP ratio change, % at 20 µM; hit rate 0.061% among 360,000; AID 651647;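 active = GFP/RFP ratio change of at least 30% with cell ATP level not reduced by more than half and red fluorescence within 50% of control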; also: strong numbers were not always called active
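Assay system – RFP-PRO-GFP reporter HT1080 cells · Compound dosing – single dose of 20 µM compound, 1% DMSO final · Incubation – overnight compound exposure at 37 °C · Measure – GFP/RFP fluorescence ratio · Benchmarks – DMSO wells and RFP-L50D-GFP cells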
* = called active by the depositor; i = inactive; . = no result given.

Under each structure: STEP block	Rpn11 inh	Scp1 inh	NRP1-CendR mod	DNMT1 block	SUMO1 PPI mod	NadD block	SKN-1 block	LMPTP block	MT1-MMP act inh
#1 CCOc1ccc(-n2nnnc2SCC(=O)c2ccccc2)cc1
  1	i	-20	14	-2	2	-4	-1	0.9	-1
#2 CN1CCC(N(C)C(=O)c2cccc(S(=O)(=O)N3CCc4ccccc43)c2)CC1
  2	i	-4	-3	-1	-4	-3	-1	-3.7	0
#3 Cc1cccc(NC(=S)NCC23C=CC(O2)C2C(=O)N(c4ccc(Cl)cc4)C(=O)C23)c1 (stereo not drawn)
  -1	i	3	2	-4	2	6	11	3.3	-2
#4 O=S1(=O)[C@H]2C[C@@H]3C=C[C@@]2(CN1Cc1cccc(C(F)(F)F)c1)O3
  1	i	-6	0	-3	-2	-8	1	0.0	4
#5 CC1(C)COC(c2cc([N+](=O)[O-])ccc2Cl)=N1
  -2	i	-2	-7	-2	-17	2	-8	-1.4	-1
#6 CCC(C(=O)Nc1ncn[nH]1)(C(F)(F)F)C(F)(F)F
  -2	i	-2	9	1	-3	-5	-14	-0.4	3
#7 COc1ccc(-c2noc(CCC(=O)Nc3cccnc3)n2)cc1
  1	i	-9	-12	0	6	-2	-5	-0.3	3
#8 CSc1ncnc2ncn(C)c12
  2	i	-15	9	-4	0	-1	10	-0.7	-3
#9 COc1ccc(S(=O)(=O)N(C)C[C@H]2Oc3ccc(NC(=O)Nc4ccc5c(c4)OCO5)cc3C(=O)N([C@H](C)CO)C[C@@H]2C)cc1
  0	i	27	-7	-15	4	4	-10	0.2	9
#10 C[C@H]1CN([C@@H](C)CO)S(=O)(=O)c2ccc(Br)cc2O[C@@H]1CN(C)C(=O)Nc1ccc2c(c1)OCO2
  -1	i	.	-2	4	1	-3	2	-2.1	0
#11 CC1CCCCC1NC(=O)CSc1nncn1N (stereo not drawn)
  1	i	-1	-3	1	0	0	-6	0.5	3
#12 Cc1cc(C)c(NC(=O)CS)c(Cl)c1
  1	i	-5	4	2	-2	-2	2	-0.5	-3
#13 Cc1oc(-c2cccs2)nc1CS(=O)CC(=O)NCCCOC(C)C (stereo not drawn)
  6	i	-5	-12	-5	6	7	17	-2.1	-3
#14 CCCN1C2CCCC1CC(NC(=O)c1cccc(OC)c1)C2 (stereo not drawn)
  -3	i	-6	8	2	-2	-3	5	-2.2	4
#15 CN(C)C(CN=C1NS(=O)(=O)c2ccccc21)c1ccco1 (stereo not drawn)
  -2	i	-8	1	-10	4	3	17	1.3	-1
#16 COC(=O)C1=CN(Cc2ccccc2)C=C(C(=O)OC)C1c1ccc(O)c(OC)c1
  1	i	-6	-2	1	-9	-10	1	-0.8	1
#17 CC(C)CC1(C)NC(=O)N(CC(=O)Nc2cccc(S(=O)(=O)N(C)c3ccccc3)c2)C1=O (stereo not drawn)
  0	i	-7	-13	-2	-2	-5	5	-0.5	6
#18 N#Cc1ccccc1NC(=O)COC(=O)c1cccs1
  -3	i	-15	9	0	0	3	-1	-3.0	2
#19 COc1ccccc1OCC(=O)Nc1cccc(C(=O)N2CCOCC2)c1
  3	i	-4	-6	-1	25	-5	7	-0.5	1
#20 COc1ccc(Cc2nnc(SCC(=O)NCC3CCCO3)o2)cc1 (stereo not drawn)
  -12	i	5	7	13	0	5	0	-1.4	-2

Taken from above:
Cc1cccc(NC(=S)NCC23C=CC(O2)C2C(=O)N(c4ccc(Cl)cc4)C(=O)C23)c1 (stereo not drawn) @ SKN-1 block: 11
CN1CCC(N(C)C(=O)c2cccc(S(=O)(=O)N3CCc4ccccc43)c2)CC1 @ STEP block: 2
Cc1cc(C)c(NC(=O)CS)c(Cl)c1 @ NRP1-CendR mod: 4
CC(C)CC1(C)NC(=O)N(CC(=O)Nc2cccc(S(=O)(=O)N(C)c3ccccc3)c2)C1=O (stereo not drawn) @ Scp1 inh: -7
Cc1oc(-c2cccs2)nc1CS(=O)CC(=O)NCCCOC(C)C (stereo not drawn) @ NadD block: 7
COc1ccc(-c2noc(CCC(=O)Nc3cccnc3)n2)cc1 @ LMPTP block: -0.3
CC1CCCCC1NC(=O)CSc1nncn1N (stereo not drawn) @ NadD block: 0

(further entries)
Under each structure: STEP block	Rpn11 inh	Scp1 inh	NRP1-CendR mod	DNMT1 block	SUMO1 PPI mod	NadD block	SKN-1 block	LMPTP block	MT1-MMP act inh
#21 CC(C)(C)N1C(=O)c2c(C(=O)OCc3ccccc3)[nH]c(-c3ccccc3)c2C1=O
  -3	i	.	6	4	-1	4	-4	2.6	0
#22 Cc1n[nH]c(C)c1S(=O)(=O)N1CCc2ccccc2C1
  1	i	-1	13	1	2	0	7	-2.9	-1
#23 Cc1cc(C)n2nc(SCC(=O)N(C)C)nc2n1
  -7	i	-1	-1	-3	-1	4	20	-2.1	2
#24 O=C(COC(=O)C1CC1)Nc1ccccc1Sc1ccccc1
  -1	i	-9	-4	-1	-5	-7	-9	-6.0	3
#25 Cc1cccnc1NC(=O)c1ccc(C(=O)c2ccccc2)cc1
  0	i	4	6	-4	2	-1	12	-0.4	-2
#26 CCOCCCN(CC(=O)NC1CCCC1)C(=O)C(=O)Nc1ccc2c(c1)OCCO2
  1	i	-7	0	2	3	1	7	-0.5	2
#27 CC(C)(C)C(=O)COC(=O)c1cccc(NC(=O)c2ccco2)c1
  2	i	-4	-13	3	-3	-3	0	-3.4	0
#28 CCCCC[C@H](C)N1C[C@H](COCc2ccccc2)Oc2cc(N3CC[C@@H](N(C)C)C3)ccc2S1(=O)=O
  .	.	.	-10	.	-37	8	27	0.0	-4
#29 CN(C)c1ccc(S(=O)(=O)N2CCCCC2)cc1NC(=O)COc1ccccc1F
  1	i	-2	-4	-1	-2	0	8	1.0	6
#30 COc1ccc(-n2nc3c(N4CCC(C(=O)NCc5ccco5)CC4)nnc(C)c3c2C)cc1
  1	i	5	0	2	15	11	14	53*	-4
#31 CCCCOc1ccc(-c2ncc(N)cn2)cc1
  -3	i	-2	-7	4	0	-6	21	0.7	4
#32 O=C(NCc1cccc(C(F)(F)F)c1)C1CCCN(c2ncccn2)C1 (stereo not drawn)
  0	i	-11	-3	-2	-3	-7	17	-1.1	5
#33 C=CCn1c(CCCOc2ccc(Cl)cc2Cl)nnc1SCC(=O)Nc1nccs1
  -1	i	8	12	-5	1	11	-2	0.5	-4
#34 COc1ccc(C2N(c3ccc(OC)cc3)C(=S)N3CCCN23)cc1 (stereo not drawn)
  -1	i	-11	-6	5	0	-6	9	-1.1	3
#35 CCCCN1C(=O)C(CC(=O)NC2CC2)CC(C(=O)N(CC)CC)=C1C (stereo not drawn)
  -1	i	.	-2	-3	1	-3	5	-1.4	3
#36 O=C(Cc1ccc([N+](=O)[O-])cc1)N/N=C/c1cccs1
  -3	i	-11	9	-2	-24	-5	1	-0.6	4
#37 CSCc1c(C(=O)Nc2ccc3c(c2)OCO3)oc2ccccc12
  -2	i	-12	8	-11	-5	-1	1	2.8	1
#38 CCOc1ccc2[nH]c(=O)c(CN(CCO)C(=O)CC)cc2c1
  0	i	2	2	2	-1	-1	-28	-1.4	4
#39 CCCCCCn1c(COc2ccccc2F)nnc1SCC(=O)N1c2ccccc2NC(=O)C1(C)C
  0	i	0	12	-13	2	5	-11	3.1	-35
#40 O=C(c1ccccc1)C(Cn1cncn1)C(Sc1ccccc1)c1ccccc1 (stereo not drawn)
  4	i	16	13	0	-2	7	0	1.9	-10
#41 COc1ccc(NC(=S)NC(NC(=O)c2cccc(Cl)c2)C(Cl)(Cl)Cl)c([N+](=O)[O-])c1 (stereo not drawn)
  2	i	-8	-2	-12	-17	9	19	3.2	6
#42 Cc1cc[n+](-c2[nH]c(=O)sc2/C=N/N=C(\[O-])c2ccccc2)cc1C
  -13	i	-9	88	6	3	-1	-12	0.2	-58
#43 CCC(C)NC(=O)c1ccc([N+](=O)[O-])c(Cl)c1 (stereo not drawn)
  -4	i	-7	2	3	-13	-6	10	-1.2	9
#44 N#CCCN(C(=O)c1ccc2c(=O)n3c(nc2c1)CCCCC3)c1ccccc1
  -3	i	-9	0	1	0	-8	14	-1.0	0
#45 COc1cccc(CNC(=O)N2CCN(c3ccccc3Cl)CC2)c1
  1	i	-5	6	-3	-2	-4	-4	0.2	0
#46 Cc1csc(=O)n1CC(=O)OCC(=O)Nc1ccc(C(N)=O)cc1
  0	i	8	-14	2	0	0	3	0.7	-1
#47 Cc1sc2ncn(CC(=O)NCCCC(=O)NCc3ccc(F)cc3)c(=O)c2c1C
  2	i	-6	13	1	5	-6	3	-0.6	-2

Results in sequence from the list.
Compounds 41 to 47 in NRP1-CendR mod, in turn: -2, 88, 2, 0, 6, -14, 13

One compound at a time (already shown). Order of values: STEP block | Rpn11 inh | Scp1 inh | NRP1-CendR mod | DNMT1 block | SUMO1 PPI mod | NadD block | SKN-1 block | LMPTP block | MT1-MMP act inh
Record of `CN(C)c1ccc(S(=O)(=O)N2CCCCC2)cc1NC(=O)COc1ccccc1F` → 1 | i | -2 | -4 | -1 | -2 | 0 | 8 | 1.0 | 6
Record of `CCCCN1C(=O)C(CC(=O)NC2CC2)CC(C(=O)N(CC)CC)=C1C` (stereo not drawn) → -1 | i | . | -2 | -3 | 1 | -3 | 5 | -1.4 | 3
Record of `O=C(Cc1ccc([N+](=O)[O-])cc1)N/N=C/c1cccs1` → -3 | i | -11 | 9 | -2 | -24 | -5 | 1 | -0.6 | 4

Compound activity (PubChem BioAssay)
